# Mcl1 Bid PPI = Mcl-1/Bid binding inhibitors, primary screen, biochemical, TR-FRET, 1536-well; TR-FRET Mcl-1/Bid-Dy647 peptide binding; AID 1021, 2008; 220,000 tested, 0.97% active; inhibition, % at 21.7 µM;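 active = compounds that cut the binding signal by more than half at the single screening dose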;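 note: His-tagged Mcl-1 with europium anti-His antibody binding Bid BH3 peptide; 0% = Mcl-1 plus peptide wells and 100% = peptide-only wells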
# Target sequence (Q07820 whole entry, looked up): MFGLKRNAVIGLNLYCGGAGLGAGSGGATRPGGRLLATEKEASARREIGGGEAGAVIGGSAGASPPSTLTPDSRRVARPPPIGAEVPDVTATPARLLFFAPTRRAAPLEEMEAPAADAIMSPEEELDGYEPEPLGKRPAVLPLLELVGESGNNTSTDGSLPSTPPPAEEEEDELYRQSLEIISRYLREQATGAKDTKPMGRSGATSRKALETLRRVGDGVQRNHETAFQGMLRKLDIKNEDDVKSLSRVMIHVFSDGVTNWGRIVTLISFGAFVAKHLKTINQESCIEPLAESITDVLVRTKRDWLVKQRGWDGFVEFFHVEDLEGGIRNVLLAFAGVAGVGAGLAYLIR
# Cdc42 wt = modulators of GTP binding to wildtype Cdc42, primary screen, biochemical, multiplex bead flow cytometry, Bodipy-GTP | percent activity (GTP binding), % at 10 µM | 190,000 tested, 0.2% active | GST-Cdc42 beads; actives lie on both sides;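 active = percent activity GTP binding at least 20 points away from the 100% baseline, either down as inhibitor or up as activator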;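 note: median bead fluorescence of bound Bodipy-FL-GTP at 100 nM; 0% = excess unlabeled GTP control and 100% = no compound control; below 100% means less GTP binding so inhibitor and above means activator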
# Target sequence (P60953 whole entry, looked up): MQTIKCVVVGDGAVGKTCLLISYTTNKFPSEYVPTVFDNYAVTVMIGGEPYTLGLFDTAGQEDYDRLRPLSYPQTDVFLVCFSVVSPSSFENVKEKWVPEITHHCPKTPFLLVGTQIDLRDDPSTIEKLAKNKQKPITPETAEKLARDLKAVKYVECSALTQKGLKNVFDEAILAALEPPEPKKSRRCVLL
# Mcl1-Noxa inh = Mcl-1/Noxa binding inhibitors, primary screen, biochemical, TR-FRET, 1536-well | inhibition, % at 21.7 µM | AID 1022, 2008 | 220,000 tested, 1.5% active | Induced myeloid leukemia cell differentiation protein Mcl-1 (Homo sapiens), Q07820 | TR-FRET Mcl-1/Noxa peptide binding, 2 h;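 active = compounds that cut the protein-peptide binding signal by more than 50% relative to plate controls in a single-dose test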;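 note: His-tagged Mcl-1 with rhodamine Noxa BH3 peptide and terbium anti-His antibody; 0% = Mcl-1 plus Noxa peptide wells and 100% = peptide-only wells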
# Rac1 act GTP bind = GTP binding modulators of activated mutant Rac1, primary screen, biochemical, bead-based flow cytometry, multiplex, fluorescent GTP; 190,000 tested, 0.11% active; GST-Rac1 activated beads; actives lie on both sides; 100% means binding = to untreated wells; percent activity (GTP binding), % at 10 µM; Ras-related C3 botulinum toxin substrate 1 (Homo sapiens), P63000;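 active = GTP binding at least 20 percentage points away from the 100% baseline, in either direction, so actives lie on both sides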
# Rab2A wt mod = modulators of GTP binding to Rab2A wildtype, primary screen, biochemical, dog, bead-based flow cytometry, multiplex. Ras-related protein Rab-2A (Canis lupus familiaris), P61105. GST-Rab2 wt beads, Bodipy-GTP binding. GTP binding activity, % at 10 µM. 190,000 tested, 0.19% active;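 active = GTP binding activity at least 20 points away from 100%, either lowered or raised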;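 note: 0% = beads with excess unlabeled GTP and 100% = no-compound control corrected for plate trend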
# Avidin fluor = green autofluorescence of compounds with avidin beads – biophysical, 488/530 nm, flow cytometry, artefact control, profiling panel. compound fluorescence 488/530 nm; active compounds read high. fluorescence (KMESF) at 10 µM. 220,000 tested, 0.38% active; in the data active = fluorescence above about 47; note: inactives centre near 10
# Bim-Mcl-1 = inhibitors of Bim peptide binding to Mcl-1, primary screen, biochemical, bead-based flow cytometry, multiplex; inhibition, % at 10 µM; 190,000 tested, 0.1% active; Bim peptide-Mcl-1 binding; Induced myeloid leukemia cell differentiation protein Mcl-1 (Homo sapiens), Q07820; in the data active = inhibition above about 40%;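 note: 0% = no compound tracer wells and 100% = peptide blocker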
# Rac1 wt modul = wildtype Rac1 GTP binding modulators, primary screen, biochemical, GST-Rac1 beads, flow cytometry, multiplex; AID 757, 2007; GTP binding activity (% of control), % at 10 µM; fluorescent GTP binding; actives lie on both sides; 0 = cold GTP competed, 100 = untreated; Ras-related C3 botulinum toxin substrate 1 (Homo sapiens), P63000; 190,000 tested, 0.27% active;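 active = GTP binding activity at least 20 points away from the 100% control level, either lower or higher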
# Rab7 wt modul = modulators of GTP binding to Rab7, primary screen, biochemical, wildtype, multiplex bead flow cytometry; GTP binding activity (percent of control), % at 10 µM; Rab7 GTPase wild type (dog), Bodipy-FL-GTP binding; GST-Rab7 beads, fluorescent GTP binding; actives lie on both sides; untreated = 100%, excess cold GTP = 0%; 190,000 tested, 0.055% active;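 active = fluorescent GTP binding to Rab7 beads changed by at least 20 points from the 100% baseline, either direction, mostly lower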;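 note: median green fluorescence of bound Bodipy-FL-GTP per Rab7 bead population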
# Pf gametocyte = late stage P. falciparum gametocyte viability inhibitors, primary screen, ATP luminescence, HTS; inhibition, % at 10.9 µM; P. falciparum stage V gametocytes, 24 h; 150,000 tested, 0.065% active; AID 743093, 2013;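 active = inhibition above the mean plus 3 SD of compounds within the control limits, set per campaign, cut at about 38% in these data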;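 note: 0% = DMSO wells and 100% = medium only without gametocytes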
# HRas wt GTP bind = modulators of GTP binding to HRas wildtype, primary screen, biochemical, bead-based flow cytometry, multiplex; GTPase HRas (Homo sapiens), P01112; GST-Ras wt beads, Bodipy-FL-GTP binding; actives lie on both sides; GTP binding activity, % at 10 µM; 190,000 tested, 0.14% active;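 active = GTP binding activity at least 20% away from the 100% baseline, either lowered as inhibitor or raised as activator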;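 note: 0% = unlabeled GTP competition control and 100% = no-compound control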
# Target sequence (P01112 whole entry, looked up): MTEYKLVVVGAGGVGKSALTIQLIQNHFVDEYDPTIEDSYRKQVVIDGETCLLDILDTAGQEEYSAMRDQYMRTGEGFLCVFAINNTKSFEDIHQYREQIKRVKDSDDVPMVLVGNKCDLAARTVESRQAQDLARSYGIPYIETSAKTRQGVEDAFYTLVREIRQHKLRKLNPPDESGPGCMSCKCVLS
# An asterisk follows results filed as active; · = not tested or not shown; & = joins results of further samples. Not a hit list; any-hit rate near 2.7%.
# Fields – HRas wt GTP bind	Rab7 wt modul	Bim-Mcl-1	Rac1 act GTP bind	Pf gametocyte	Cdc42 wt	Rab2A wt mod	Rac1 wt modul	Avidin fluor	Mcl1-Noxa inh	Mcl1 Bid PPI
> N#CC1=C(N)Oc2n[nH]c(-c3ccccc3)c2C12C(=O)Nc1ccccc12 (configuration not stated)
 : 98	95	0	93	-5	96	97	96	13	1	-16
> O=C(NC(=S)Nc1ccc2oc(-c3ccncc3)nc2c1)c1ccccc1F
 : 97	104	-8	96	·	93	98	96	10	12	24
> O=C(N/N=C(/CC(=O)c1cccs1)C(F)(F)F)c1ccc(O)cc1
 : 92	89	0	90	-2	94	89	95	11	25	-37
> COc1ccccc1-n1cnnc1SCC(=O)Nc1cccnc1Cl
 : 95	94	-1	93	·	95	93	96	11	16	-4
> Cc1n[nH]c(C)c1Sc1ccccc1N=Cc1cc([N+](=O)[O-])ccc1O
 : 99	92	0	96	·	97	101	98	14	-1	-43
> S=c1[nH]nc(Cc2ccccc2)n1-c1ccc(Cl)cc1
 : 96	98	-2	95	17	96	98	95	5	8	-54
> Cc1cc(C)c(NC(=O)COc2nc3ccccc3nc2C)c(C)c1
 : 99	99	22	98	-19	99	101	101	9	-1	-12
> C1CC(CN2CCOCC2)CN(c2nc3nonc3nc2N2CCSCC2)C1 (configuration not stated)
 : 107	108	2	100	12	106	104	110	10	16	-9
> CCNC(=O)CSc1nnc(-c2cc(-c3ccc(Cl)cc3)nc3ccccc23)o1
 : 99	99	0	101	-3	101	100	102	11	-3	-33
> C/C(=N\NC(=O)CC1(C)OCCO1)c1cccs1
 : 99	97	0	99	·	101	97	99	1	-7	-9
> CC(=O)Nc1ccc(S(=O)(=O)NCCc2ccc(S(N)(=O)=O)cc2)cc1
 : 103	105	0	95	-16	101	101	105	10	-14	-10
> CC(C)(C)c1cnnn1-c1ccc(C(=O)CCl)cc1
 : 102	103	0	99	·	99	100	105	9	24	25
> COCCN(C(=O)CSc1ncc(C(F)(F)F)cc1Cl)c1c(N)n(Cc2ccccc2)c(=O)[nH]c1=O
 : 96	98	-4	93	-17	93	94	100	24	14	-2
> CC1(C)NC(=O)N(CC(=O)OCC(=O)Nc2cccc(S(N)(=O)=O)c2)C1=O
 : 101	107	0	95	-3	96	102	100	10	10	-12
> Cc1cc(C)cc(N2C(=O)CSC2c2cccs2)c1 (configuration not stated)
 : 99	98	3	99	·	99	98	104	19	-2	1
> Cc1ccc(-c2cc(C(=O)Nc3cnn(C45CC6CC(CC(C6)C4)C5)c3)no2)cc1
 : 100	102	0	98	·	103	101	102	8	10	0
> O=C(O)CCCNS(=O)(=O)c1ccc2ccccc2c1
 : 102	96	0	98	·	103	99	99	23	13	-20
> Cc1ccc(C(=O)NC(=S)Nc2ccc(N3CCOCC3)cc2)cc1C
 : 100	103	0	96	·	96	98	97	8	1	-41
> Cc1occc1C(=O)Nc1nnc(-c2ccncc2)s1
 : 96	95	1	95	-12	94	94	93	35	10	-2
> CCOc1ccccc1N1CCN(C(=O)C(F)(F)F)CC1
 : 99	98	1	99	·	99	99	102	11	1	-26
> CC1CCC(N2CC(=O)N(Cc3ccc4c(c3)OCO4)C(c3ccc(F)cc3)C2=O)CC1 (configuration not stated)
 : 103	103	0	99	7	104	103	102	·	12	23
> COc1cccc(CNS(=O)(=O)c2ccc3c(c2)CCN3C(=O)C2CC2)c1
 : 96	94	38	98	-14	100	96	99	6	8	-35
> COc1ccc(/C=C/C(=O)c2ccc(NC(=O)c3cccs3)cc2)cc1OC
 : 96	94	-5	92	·	94	95	88	12	-2	5
> CCOC(=O)c1c2ccc(OCC(=O)NN)cc2n2ccccc12
 : 96	101	2	93	·	93	92	94	24	19	-66
> O=C(CSc1ncn[nH]1)Nc1ccc([N+](=O)[O-])cc1Br
 : 101	101	0	101	19	99	98	104	1	16	-20
> O=C(Nc1ccccc1)c1csc(-c2ccccc2)n1
 : 98	99	2	95	-11	91	94	93	6	-6	-11
> Cc1cccc(NC(=O)CSc2ncnc3c2oc2ccccc23)c1
 : 97	94	0	97	·	97	97	103	5	-411	-47
> CCOc1cc(CNc2ccc3c(c2)OCCO3)cc(Br)c1OCC
 : 108	107	0	102	·	107	105	105	8	29	-57
> O=C(CN(c1ccc(Cl)cc1)S(=O)(=O)c1ccccc1)N1CCN(c2ccccc2)CC1
 : 98	100	-4	96	5	96	97	99	15	9	-6
> COc1ccc(-c2nc(CN3CCN(c4cc(C)nc(C)c4)CC3)c(C)o2)c2ccccc12
 : 98	98	0	98	·	100	99	96	14	14	-7
> CCOc1ccc(C(=O)Nc2ccc(Cc3ccncc3)cc2)cc1Br
 : 101	106	0	96	25	102	100	103	8	9	6
> Cc1ccc(NC(=O)c2cccnc2C(=O)Nc2ccc(C)cc2)cc1
 : 99	96	0	98	7	99	98	100	10	-5	-48
> COc1ccc(C)cc1N(C)C(=O)c1coc(=O)c2ccccc12
 : 99	100	5	99	·	101	99	100	7	-2	-23
> CC(C)C[C@@H]1NC(=O)N(CCN2CCOCC2)C1=O
 : 102	101	-7	101	-5	104	104	105	4	-7	-42
> O=C(Cc1ccc(S(=O)(=O)N2CCOCC2)s1)NCC1CCCCC1
 : 101	101	-1	96	-13	101	99	101	8	10	10
> O=C(NCCCN1CCOCC1)c1ccc(Br)cc1Br
 : 91	96	-4	91	20	89	92	91	7	3	-29
> Cc1cc(C)cc(OCC(=O)Nc2ccccc2N2CCCCC2)c1
 : 101	98	0	101	·	103	100	108	69*	2	14
> CC(C)CC(=O)N1CCC(O)(CS(=O)(=O)Cc2ccccc2)CC1
 : 100	102	-1	100	-7	99	99	101	7	-6	-4
> COc1ccc(CNC(=O)Nc2ccc(C)cc2C)cc1
 : 91	93	-3	93	-9	91	91	91	5	6	8
> Cn1c(=O)[nH]c(=O)c2c1nc(CN1CCN(c3ccccc3F)CC1)n2CCCc1ccccc1
 : 100	99	1	100	·	100	97	105	4	21	7
> CN(Cc1nc2ccccc2c(=O)[nH]1)Cc1nc2ccsc2c(=O)[nH]1
 : 98	107	1	98	8	99	100	99	15	-64	-45
> Cc1ccc(S(=O)(=O)Nc2nc(C)c(NC(=O)OCCCl)s2)cc1
 : 100	99	0	98	·	98	98	103	62*	4	-36
> Oc1ccc(-c2csc(Nc3cccnc3)n2)cc1
 : 100	98	0	98	·	100	98	102	6	13	-17
> CCN(CC)S(=O)(=O)c1ccc(N2CCOCC2)c(NC(=O)COc2ccccc2)c1
 : 100	104	-1	95	18	96	97	98	12	10	-18
> CC(C)NC(=O)CC(=O)N/N=C\c1ccccc1C(=O)O
 : 95	97	4	96	-3	98	96	101	11	0	-7
> O=[N+]([O-])c1cc(C(F)(F)F)ccc1NCCCCNS(=O)(=O)c1ccc2ccccc2c1
 : 99	99	0	95	3	98	98	103	9	-2	-4
> CCCCCCCC(=O)N/N=C(\C)c1ccc(N)cc1
 : 97	104	-2	95	·	98	99	98	6	16	-86
> Cn1c(N)c(-c2nc3cccnc3n2C)sc1=S
 : 96	101	5	95	6	102	98	98	9	24	6
> Cc1cc(C)c(OCCNC(=O)c2ccccc2Sc2ccccc2C#N)c(C)c1
 : 96	94	-2	100	10	95	98	100	5	-6	-12
> CCn1cc(S(=O)(=O)Nc2cc(F)ccc2C)cn1
 : 97	104	0	97	-3	96	98	99	11	2	-4
> Cc1ccc2c(c1C)NC(C(=O)O)C1CC=CC21 (configuration not stated)
 : 92	94	1	90	·	95	90	93	6	99*	96*
> Cc1c(Cl)cccc1NC(=O)CCC(=O)NNC(=O)c1ccco1
 : 104	102	-1	101	·	105	103	103	13	0	-6
> O=C(CN1C(=O)C2C3C=CC(C3)C2C1=O)N1CCc2ccccc2C1 (configuration not stated)
 : 97	99	0	94	-12	95	93	93	9	-24	-4
> CCOc1ccc(CC(=O)Nc2cccc(-c3ccc4nnc(C)n4n3)c2)cc1
 : 98	105	0	95	-17	97	98	97	10	7	-20
> O=C1CSC(c2ccccc2)N1CC(O)c1ccc([N+](=O)[O-])cc1 (configuration not stated)
 : 96	101	0	96	17	98	96	99	11	0	-10
> O=C(COc1ccc(Cl)cc1Cl)OCn1nnc2ccccc2c1=O
 : 100	98	0	100	·	101	100	102	34	7	8
> CCOC(=O)c1c(C)[nH]c(C=O)c1Cc1cccc(Cl)c1
 : 100	105	-9	99	-9	99	97	102	4	5	-15
> c1ccc(-c2nc(N3CCCC3)nc3ccccc23)cc1
 : 96	96	0	95	-14	96	96	100	9	2	-13
> O=C(NCCCO)NC(=S)c1cccc2ccccc12
 : 98	96	-4	95	-16	98	95	100	11	10	-7
> CCCc1nc2ccc(NC(=O)c3cccs3)cc2c(=O)n1Cc1ccc(Cl)cc1
 : 100	104	-2	103	-30	100	102	106	15	11	-11

# (list continues)
# Fields – HRas wt GTP bind	Rab7 wt modul	Bim-Mcl-1	Rac1 act GTP bind	Pf gametocyte	Cdc42 wt	Rab2A wt mod	Rac1 wt modul	Avidin fluor	Mcl1-Noxa inh	Mcl1 Bid PPI
> CCCCS(=O)(=O)CC(COc1ccccc1)OC(=O)c1ccccc1 (configuration not stated)
 : 100	103	-1	99	3	101	99	102	6	-5	-5
> CCC1CCCCN1CCNC(=O)c1[nH]c(C)c(C(C)=O)c1C (configuration not stated)
 : 101	103	0	98	·	103	102	107	10	2	-14
> COc1cccc(CC(NC(C)=O)C(=O)NC2CCN(S(=O)(=O)c3ccc(C)cc3)CC2)c1OC (configuration not stated)
 : 95	105	-3	97	-1	98	100	99	14	-1	-7
> O=C1CC[C@@H](CN(Cc2ccccn2)Cc2nc(Cc3cccc(C(F)(F)F)c3)no2)N1
 : 94	99	1	93	4	94	96	95	8	27	-6
> O=C(O)Cn1c(O)c(C=Nc2ccccc2)sc1=S
 : 96&102	97&102	-1&-4	94&99	16	98&103	95&105	96&104	10&7	16&28	-31&4
> O=C1SC(SCc2ccccc2)=N/C1=C\c1ccc(C(=O)O)cc1
 : 91	96	-3	91	-8	91	93	91	7	39	-4
> O=C(NC(=S)N1CCOCC1)C12CCC3CC(CC(C3)C1)C2
 : 98	103	-3	96	-4	101	95	97	17	-1	-36
